OX1R antag-1 – human HCRTR1 antagonism; CHO/OX1R cells, Fluo-8 calcium fluorescence, orexin A; inhibition, % at 5 µM; 330,000 compounds, 0.43% hits; AID 434989;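 active = inhibition above its plate's threshold, mean inhibition of all tested compounds on the plate plus 3 SD, cut at about 37% in these data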;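 also: 0% = orexin A challenge wells and 100% = SB-334867-A antagonist wells; not every result past the cut was called active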
Target sequence (O43613 whole entry, looked up): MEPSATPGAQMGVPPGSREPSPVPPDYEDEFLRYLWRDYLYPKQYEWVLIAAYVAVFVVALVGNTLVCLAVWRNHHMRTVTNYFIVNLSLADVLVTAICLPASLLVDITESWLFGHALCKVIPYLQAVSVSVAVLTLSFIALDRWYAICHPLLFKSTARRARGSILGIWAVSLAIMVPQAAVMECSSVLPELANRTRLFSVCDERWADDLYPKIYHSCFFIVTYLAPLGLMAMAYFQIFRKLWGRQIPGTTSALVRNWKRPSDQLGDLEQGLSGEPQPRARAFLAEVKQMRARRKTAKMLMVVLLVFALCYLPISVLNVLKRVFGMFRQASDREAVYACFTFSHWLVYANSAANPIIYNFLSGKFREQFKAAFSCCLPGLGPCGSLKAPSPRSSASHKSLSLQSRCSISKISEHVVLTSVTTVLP
OX1R antag-2 – blocks the human orexin 1 receptor. O43613. OX1R-expressing cells, FRET antagonist read-out. inhibition, % at 6.6 µM. 330,000 compounds, 1.8% hits. AID 485270; in the data active = inhibition mostly above about 38%, no sharp cut-off; inactive = mostly below about 40%;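 also: 0% = agonist challenge alone and 100% = reference antagonist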
STK33 kinase inh – blocks human STK33 kinase activity. inhibition, % at 10 µM. 320,000 compounds, 0.073% hits. purified STK33, MBP phosphorylation, ADP-Glo luminescence. Q9BYT3;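 active = inhibition at or above 25%, using the most active replicate where run in duplicate; inactive = inhibition below 25%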
Target sequence (Q9BYT3 whole entry, looked up): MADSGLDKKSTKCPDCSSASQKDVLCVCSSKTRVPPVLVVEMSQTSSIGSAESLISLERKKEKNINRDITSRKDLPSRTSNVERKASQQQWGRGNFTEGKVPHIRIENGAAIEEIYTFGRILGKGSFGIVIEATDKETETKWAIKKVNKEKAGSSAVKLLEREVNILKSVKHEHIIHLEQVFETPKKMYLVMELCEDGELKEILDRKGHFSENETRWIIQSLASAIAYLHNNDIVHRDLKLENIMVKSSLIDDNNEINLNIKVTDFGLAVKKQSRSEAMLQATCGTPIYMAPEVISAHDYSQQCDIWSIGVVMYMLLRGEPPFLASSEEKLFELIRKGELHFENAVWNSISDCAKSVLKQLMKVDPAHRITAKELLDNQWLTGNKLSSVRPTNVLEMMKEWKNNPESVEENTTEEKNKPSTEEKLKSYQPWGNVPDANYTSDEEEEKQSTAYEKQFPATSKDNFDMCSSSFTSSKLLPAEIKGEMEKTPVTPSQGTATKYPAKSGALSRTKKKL
* = called active by the depositor; . = not tested or not shown.

The opening 4 records (preview)
SMILES	OX1R antag-1	OX1R antag-2	STK33 kinase inh
CCOC(=O)c1cc([N+](=O)[O-])c([N+](=O)[O-])cc1NC(C)=O	-4	29	-0.7
O=C(COc1ccc(S(=O)(=O)NC2CCCCC2)cc1Cl)NCC1CCCO1 (configuration not stated)	-33	16	-1.7
COc1ccc(OC)c(NC(=O)N2CCCC(C)C2)c1 (configuration not stated)	-27	9	-0.7
Cc1c(C(=O)Nc2cc(F)cc(F)c2)cnn1-c1ccccc1	-23	17	0.1

The list itself (from the top)
SMILES	OX1R antag-1	OX1R antag-2	STK33 kinase inh
CCOC(=O)c1cc([N+](=O)[O-])c([N+](=O)[O-])cc1NC(C)=O	-4	29	-0.7
O=C(COc1ccc(S(=O)(=O)NC2CCCCC2)cc1Cl)NCC1CCCO1 (configuration not stated)	-33	16	-1.7
COc1ccc(OC)c(NC(=O)N2CCCC(C)C2)c1 (configuration not stated)	-27	9	-0.7
Cc1c(C(=O)Nc2cc(F)cc(F)c2)cnn1-c1ccccc1	-23	17	0.1
O=C(O)C1CCCN1c1ncnc2ccccc12 (configuration not stated)	-8	32	-0.4
COc1ccccc1CNS(=O)(=O)c1c(C(=O)N2CCCCCC2)c(C)n(C)c1C	-24	21	-1.9
CCCC(=O)Nc1sc2c(c1C(=O)OC)C(C(=O)OC)CC2 (configuration not stated)	-32	9	-1.1
O=C(CSc1nnc(Cn2nnc(-c3ccccc3)n2)n1-c1ccccc1)Nc1ccc(F)cc1	-25	5	-1.2
Nc1ccc(N2CCN(c3ccc(F)cc3)CC2)cc1	5	9	0.7
CC(C)NC(=O)c1cc2cc(Br)ccc2oc1=O	-10	10	0.3
Cc1cc[n+](C(C)C(=O)c2ccc(Cl)cc2)cc1 (configuration not stated)	7	9	-1.2
CC(C)C[C@H](NC(=O)N1CCn2c1nc1ccccc12)C(=O)NCc1ccc2c(c1)OCO2	-21	13	-0.5
COCCCNC(=O)Nc1ccc(Br)cc1Cl	-5	8	-0.6
COc1ccc(C2=NN(Cc3ccccc3)C3C(=O)NC(=O)C23)cc1 (configuration not stated)	-19	8	-0.5
CCOc1cc(N2CCOCC2)c(OCC)cc1NC(=O)COc1cccc2cccnc12	-26	33	-0.5
CCOC(=O)c1cccc2c1-c1ccccc1/C2=N/O	-29	15	13
CC(=O)NC(Cc1c[nH]c2ccccc12)C(=O)NCc1ccc2c(c1)OCO2 (configuration not stated)	-3	8	-1.2
O=C1CCCN1CC(O)CS(=O)(=O)Cc1ccc(Cl)c(Cl)c1 (configuration not stated)	-22	2	-0.7
Nc1ccc(C(=O)Nc2ccc(Nc3ccncc3)cc2)cc1	-15	-2	0.1
CCc1nnc(NC(=O)c2c(OC)cccc2OC)s1	1	3	-1.3
O=C(Nc1ccc(F)cc1)/C(=C1/CCCCCN1)[N+](=O)[O-]	-1	11	-1.3
Cc1nc(Nc2cccc(C(F)(F)F)c2)nc2c1C(=O)CC(C)C2 (configuration not stated)	-12	0	-1.6
Cc1nn(-c2ccc(F)cc2)c(C)c1NS(=O)(=O)c1ccc2ccccc2c1	-21	10	-0.1
Cc1ccc(C(=O)/C=C/Nc2ccccc2C(N)=O)cc1	-18	52	0.1
COc1cccc(/C=N/Nc2ccnc(=O)[nH]2)c1O	-4	10	-0.8
Cc1ccccc1-n1c(Cn2c(=O)sc3ccccc32)nnc1SCC(N)=O	-10	8	-2.0
CC1CCCCC1NCC#CCOc1ccc(Cl)cc1 (configuration not stated)	-11	9	-0.2
Cc1ccc(S(=O)(=O)N(C)c2ccc(C(=O)Nc3c(C)n(C)n(-c4ccccc4)c3=O)cc2)cc1	-20	24	0.6
O=C(NC(=S)NC1CCCCC1)c1ccccc1[N+](=O)[O-]	6	12	-0.1
N#CC1=C(N2CCCCC2)c2cc3c(n2C1=O)CCCC3	-12	17	0.1
CCOc1cc(N2CCOCC2)c(OCC)cc1NC(=O)c1ccc2ccccc2n1	-41	23	-2.0
CCOC(=O)c1oc2ccc(S(=O)(=O)n3nc(-c4ccccc4)cc3N)cc2c1C	-6	18	-1.2
CC(C)(C)OC(=O)N1CCC(c2cc(-c3cccs3)n[nH]2)CC1	-13	28	-0.3
Cn1nc(C(=O)N2CCN(c3ccccc3F)CC2)c2c1-c1ccccc1S(=O)(=O)C2	-19	11	-0.4
CCCCN(C(=O)c1ccc2c(c1)S(=O)(=O)N=C1CCCCCN12)c1c(N)n(CCCC)c(=O)[nH]c1=O	-7	23	-1.1
CN1CCN(NC(=S)NC2CCCC2)CC1	3	13	0.4
CCCC(C)c1nnc(NC(=O)c2cc(C(=O)OC)cc([N+](=O)[O-])c2)s1 (configuration not stated)	-20	8	-0.6
Cc1ccc(CCNC(=O)CN(c2ccc(C)cc2)S(=O)(=O)c2c(C)noc2C)cc1	60*	80*	-0.1
CC(C)C(NC(=O)c1ccccc1)C(=O)OCC(=O)N1CCCC1 (configuration not stated)	2	4	-0.5
C=CCC1c2cccc(C(=O)O)c2C(=O)N1c1ccc(Cl)cc1 (configuration not stated)	-1	17	0.6
O=S(=O)(c1cccc(Cl)c1)N1CN(CC2CCCO2)c2nc3ccccc3nc21 (configuration not stated)	-15	21	-0.6
O=C(c1ccc(C(F)(F)F)cc1)N1CCN(S(=O)(=O)c2ccc3c(c2)OCCCO3)CC1	-9	6	-1.3
COc1ccc(S(=O)(=O)N2CCC(C(=O)Oc3c(OC)cccc3OC)CC2)cc1OC	-10	20	-1.6
O=C(COC(=O)c1c2c(nc3ccccc13)/C(=C\c1cccs1)CCC2)Nc1ccccc1	-12	10	-2.1
CC(=O)c1ccc(NC(=O)C(C)Sc2nnnn2C)cc1 (configuration not stated)	2	8	-0.5
COc1ccc(CCN(C)C(=O)C2CCN(C(=O)Nc3ccccc3)CC2)cc1OC	-15	20	-2.2
COc1ccc(-n2c(Cc3cccn3C)nnc2SCC(=O)Nc2ccccc2)cc1	15	28	1.5
CC(C)c1ccc(OCC(=O)Nc2c3c(nn2C(C)(C)C)CS(=O)(=O)C3)cc1	-11	20	0.3
O=[N+]([O-])c1ccc(OCC2CC(c3ccccc3)=NO2)cc1 (configuration not stated)	5	19	-0.9
O=C(COC(=O)CC1CC2CCC1C2)Nc1ccc(F)cc1 (configuration not stated)	-5	33	5.4
CC(C)c1nc(SCC(=O)Nc2ccc([N+](=O)[O-])cc2Br)n[nH]1	-13	10	0.1
COc1ccc(OC)c(-n2c(O)cnc2Nc2nc(C)cc(C)n2)c1	-5	2	-1.6
C=Cc1ccc(CN2CCCN(Cc3ccc(F)cc3)S2(=O)=O)cc1	-24	3	0.2
Cc1ccc(C(C)(C)NC(=O)C2CCC(=O)N(C3CCCCCC3)C2)cc1 (configuration not stated)	-17	26	-0.9
CSc1cccc(NC(N)=O)c1	-9	1	-2.1
Cc1ccc(NC(=O)CN2CCN(c3ccccn3)CC2)c(Cl)c1	-19	8	-3.4
Cc1cc(Cl)ccc1Oc1ccc(C(N)=O)cc1[N+](=O)[O-]	6	7	-1.1
Cc1cc(=O)oc2cc(OCC(O)CN3CCN(c4ccc(F)cc4)CC3)ccc12 (configuration not stated)	-18	1	-1.5
O=C([C@@H]1CCCN1C(=O)c1cccs1)N1CCN(S(=O)(=O)c2ccccc2F)CC1	3	-2	-1.6
COc1ccccc1C(=O)NNC(=O)c1ccccc1	-2	10	1.6
New compounds follow.
SMILES	OX1R antag-1	OX1R antag-2	STK33 kinase inh
CN1CCN2c3ncccc3Cc3ccccc3C2C1 (configuration not stated)	-18	8	-0.4
Cc1ccc2c(c1)C1CN(C)CCC1N2C(=S)NC(=O)c1ccc(Cl)cc1Cl (configuration not stated)	-34	13	-1.1
O=C(NC1CCCCC1)N1CCN(Cc2ccco2)CC1	8	13	.
O=S(=O)(/N=C(\c1ccccc1F)N1CCCCC1)c1ccccc1	0	31	-0.9
C=C(C)COc1ccc(-c2ncncc2Oc2ccc(OC)cc2)c(O)c1	-23	17	-2.6
O=C(O)c1cc(N/N=C/c2ccc3c(c2)OCCO3)ccc1Cl	-6	19	-4.2
Cc1nc(SCC(=O)Nc2ccc3c(c2)OCCO3)c2oc3ccccc3c2n1	-17	18	-0.4
COc1ccc(/C=C(/NC(=O)c2cccs2)C(=O)NCc2ccco2)cc1OC	-8	2	-0.5
COc1cc(/C=C(\C#N)c2ccccn2)cc(OC)c1O	6	5	3.2
CCC(=NCc1ccccc1)c1c(C(F)(F)F)[nH]n(-c2nc3ccccc3s2)c1=O	2	9	-1.4
CCc1ccc(OCc2nnc(SCCN3CCOCC3)n2C)cc1	-20	18	-1.0
Cn1c(=O)c(C(=O)COC(=O)c2cc(C(F)(F)F)nc3ccccc23)c(N)n(Cc2ccccc2)c1=O	-25	23	-1.0
Cc1cc(C(=O)NNC(=O)c2cccc(S(=O)(=O)N3CCOCC3)c2)c2ccccc2n1	-13	14	-0.1
O=C(CCl)Nc1ccc2c(c1)OCO2	-15	18	-2.2
O=C1CCC(N2C(=O)c3ccccc3C2=O)C(=O)N1 (configuration not stated)	-2	15	-2.5
COc1cccc(CN2CCN(Cc3cccc(Br)c3)CC2)c1OC	-31	3	0.8
COc1ccccc1CN=C1NC(=O)C(CC(=O)Nc2ccc(OC)c(OC)c2)S1 (configuration not stated)	-9	10	1.2
COc1cc(CNCCCN2CCOCC2)cc(Br)c1OCc1ccc(Cl)cc1	0	6	0.4
COc1cccc(CNC(=O)C(=O)NCC(c2ccco2)N2CCOCC2)c1 (configuration not stated)	-11	10	-1.6
CCc1cccc(CC)c1NC(=O)COC(=O)/C(C#N)=C/c1ccc(OC)cc1	-14	21	-2.1
Nc1ncnc(NCc2ccc(F)cc2)c1[N+](=O)[O-]	-27	38	-1.0
CC(=O)Nc1nnc(S(=O)(=O)N2CCN(c3ccc([N+](=O)[O-])cc3Cl)CC2)s1	-24	21	-2.3
CC(=O)NCC(=O)NC1(C(=O)NC2CCCC2)CCCCC1	-3	0	0.1
Cc1ccc(N2C(N)=C(C#N)C(c3cccs3)C3=C2CC(C)(C)CC3=O)cc1 (configuration not stated)	-35	9	0.2
O=C(C1CC1)N1CCCN(C(=O)C2CC2)CC1	-16	7	-0.4
COCC(C)NC(C(=O)Nc1ccc(C)c(Cl)c1)c1ccccc1 (configuration not stated)	-24	14	-1.5
Cc1[nH]c(=O)[nH]c(=O)c1Cc1cccc2ccccc12	-8	16	0.4
CC1(C)SCC(C(=O)O)N1C=O (configuration not stated)	-16	16	-0.4
COc1ccc(Oc2coc3cc(OC(=O)/C=C/c4ccccc4)ccc3c2=O)cc1	1	23	.
CCc1ccccc1NC(=O)CCC(=O)OCC(=O)c1ccc(-c2ccccc2)cc1	-14	3	-1.6
O=S(=O)(N/N=C/c1ccccc1OCc1ccc(Cl)cc1)c1ccccc1	6	30	-2.0
O=[N+]([O-])c1cc(S(=O)(=O)Nc2ccc(Cl)cc2)ccc1N/N=C/c1ccncc1	-28	10	-0.5
Cc1ccc(S(=O)(=O)N2CCN(C(=O)c3ccco3)CC2)cc1C	-7	4	-0.7
NC(Cc1ccc(O)c([N+](=O)[O-])c1)C(=O)O (configuration not stated)	5	60	-1.3
O=C(O)CC(Cc1ccccc1)C(=O)Nc1ccc([N+](=O)[O-])cc1 (configuration not stated)	-10	25	0.7
O=C1CC(Sc2ncccn2)C(=O)N1c1ccccc1C(F)(F)F (configuration not stated)	-2	-4	-1.6
COc1ccccc1N1CCN(C(c2cc3ccc(C)cc3[nH]c2=O)c2nnnn2C2CCCC2)CC1 (configuration not stated)	-28	4	0.8
CCN(C(=O)c1cnc(N2CCN(c3ncccn3)CC2)c2ccccc12)c1cccc(Cl)c1	-40	16	-2.2
CC(C)NC(=O)c1ccc(COCC(F)(F)F)cc1	-5	25	-1.3
CCSc1nnc2c(n1)OC1(CCCC1)Nc1ccccc1-2	-28	25	0.6
Cc1noc(C)c1S(=O)(=O)NCCc1ccc(S(N)(=O)=O)cc1	-3	15	-0.5
COc1ccc(NC(=O)CN(C)S(=O)(=O)c2ccc3c(c2)NC(=O)CS3)cc1	-18	15	-1.0
O=C(CSC1=NC(=O)C(Cc2ccccc2)C(=O)N1)Nc1ncc(Br)cc1Br (configuration not stated)	-8	4	0.4
Cc1c(NC(=O)/C(=C/c2cccs2)c2cccs2)c(=O)n(-c2ccccc2)n1C	-26	25	1.0
CN(C)C(CNC(=O)c1cc(S(=O)(=O)N(C)c2ccc(F)cc2)ccc1Cl)c1ccco1 (configuration not stated)	-39	20	-0.4
CCOC(=O)c1cnc(-n2nc(C)cc2C)nc1N(C)C	-26	21	0.5
CCn1cc([N+](=O)[O-])c(C(=O)N2N=C(c3ccc4ccccc4c3)CC2c2ccccc2O)n1 (configuration not stated)	-1	29	-2.3
CCOc1ccccc1CNC(=O)CCc1cn(C)c2ccccc12	-29	-2	-0.5

Looked up by structure from the entries so far, 5 records:
SMILES	OX1R antag-1	OX1R antag-2	STK33 kinase inh
Cc1[nH]c(=O)[nH]c(=O)c1Cc1cccc2ccccc12	-8	16	0.4
CC(C)NC(=O)c1ccc(COCC(F)(F)F)cc1	-5	25	-1.3
CCC(=NCc1ccccc1)c1c(C(F)(F)F)[nH]n(-c2nc3ccccc3s2)c1=O	2	9	-1.4
COc1ccc(Oc2coc3cc(OC(=O)/C=C/c4ccccc4)ccc3c2=O)cc1	1	23	.
COc1cc(CNCCCN2CCOCC2)cc(Br)c1OCc1ccc(Cl)cc1	0	6	0.4

3 entries already listed, arranged by the value under STK33 kinase inh, lowest first.
| molecule | STK33 kinase inh |
| --- | --- |
| O=C(O)c1cc(N/N=C/c2ccc3c(c2)OCCO3)ccc1Cl | -4.2 |
| Cn1c(=O)c(C(=O)COC(=O)c2cc(C(F)(F)F)nc3ccccc23)c(N)n(Cc2ccccc2)c1=O | -1.0 |
| COc1cc(/C=C(\C#N)c2ccccn2)cc(OC)c1O | 3.2 |
